FBW7 activator = activators of human E3 ligase FBW7; Q969H0; AlphaScreen FBW7–phospho-cyclin E peptide binding, activator screen; normalized activity (activation), % at 26.1 µM; actives 0.13% (n = 650,000); in the data active means normalized activity above about 1.9%;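 further: purified mutant Fbw7 with reduced substrate affinity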
MITF primary = inhibitors of human MITF | AlphaScreen MITF homodimerization, bead proximity signal | actives 0.91% (n = 650,000) | inhibition, % at 2.6 µM | O75030; in the data active means inhibition above about 50%;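 further: 0% = vehicle wells with protein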
Target sequence (O75030 whole entry, looked up): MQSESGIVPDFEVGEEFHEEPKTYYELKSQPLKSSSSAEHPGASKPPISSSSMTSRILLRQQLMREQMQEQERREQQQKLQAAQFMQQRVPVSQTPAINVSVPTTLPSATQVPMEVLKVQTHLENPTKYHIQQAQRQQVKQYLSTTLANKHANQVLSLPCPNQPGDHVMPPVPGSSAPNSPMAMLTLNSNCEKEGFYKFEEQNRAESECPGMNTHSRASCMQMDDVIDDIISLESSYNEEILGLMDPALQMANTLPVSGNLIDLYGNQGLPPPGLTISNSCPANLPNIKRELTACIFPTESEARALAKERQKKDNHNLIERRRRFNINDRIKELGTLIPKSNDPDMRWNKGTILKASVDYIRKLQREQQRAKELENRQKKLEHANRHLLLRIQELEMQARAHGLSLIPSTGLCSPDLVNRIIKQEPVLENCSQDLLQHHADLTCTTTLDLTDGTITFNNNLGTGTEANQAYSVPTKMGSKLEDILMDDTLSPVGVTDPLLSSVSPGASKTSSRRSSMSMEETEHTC
TEAD-YAP inh = TEAD-YAP interaction inhibition | AID 1259422 | HEK-TIYL cells, TEAD-Gal4/YAP UAS-luciferase luminescence | actives 1.4% (n = 640,000) | inhibition, % at 9.12 µM; in the data active means inhibition above about 32%;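 further: 0% = median of test compound wells and 100% = reference inhibitor wells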
GPR151 ag = activators of human GPR151. Q8TDV0. PathHunter beta-arrestin GPR151 cells, luminescence. activation, % at 11.2 µM. actives 1% (n = 650,000). AID 1508602; in the data active means activation above about 4.9%;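 further: 0% = median of compound wells and 100% = cells with positive control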
Target sequence (Q8TDV0 whole entry, looked up): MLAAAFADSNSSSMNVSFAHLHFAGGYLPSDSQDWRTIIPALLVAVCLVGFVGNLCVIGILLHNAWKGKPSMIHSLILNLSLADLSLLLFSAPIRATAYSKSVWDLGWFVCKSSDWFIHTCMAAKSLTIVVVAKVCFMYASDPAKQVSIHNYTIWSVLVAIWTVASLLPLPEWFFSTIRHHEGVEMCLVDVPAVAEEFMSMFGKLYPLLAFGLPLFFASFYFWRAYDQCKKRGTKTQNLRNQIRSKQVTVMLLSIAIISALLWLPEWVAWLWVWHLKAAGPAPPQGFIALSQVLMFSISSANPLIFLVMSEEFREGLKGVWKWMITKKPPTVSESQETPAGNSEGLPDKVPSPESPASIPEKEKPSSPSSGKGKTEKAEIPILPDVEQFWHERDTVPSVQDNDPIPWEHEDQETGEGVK
The depositor's hits bear a star.

The opening two entries as a preview:
Results follow in this order: FBW7 activator	MITF primary	TEAD-YAP inh	GPR151 ag
- CCN(CC)C(=O)c1cccnc1Oc1ccc(Cl)cc1
    0.2	15	8	1.5
- N#C/C(=C\c1cccs1)C(=O)Nc1cccc(C(F)(F)F)c1
    0.0	-5	-13	1.4

The whole of this part (from the top)
Results follow in this order: FBW7 activator	MITF primary	TEAD-YAP inh	GPR151 ag
- CCN(CC)C(=O)c1cccnc1Oc1ccc(Cl)cc1
    0.2	15	8	1.5
- N#C/C(=C\c1cccs1)C(=O)Nc1cccc(C(F)(F)F)c1
    0.0	-5	-13	1.4
- CCOc1ccc2nc(SC(c3ccccc3)c3ccccc3)sc2c1
    0.1	0	-8	-0.9
- CCOc1ccccc1NC(=O)CCc1nc(-c2cccc(OC)c2)no1
    -0.1	2	-4	-3.3
- CCOc1cc(/C=C(\C#N)C(=O)Nc2sc3c(c2C(N)=O)CCCC3)ccc1O
    0.7	3	7	-1.9
- NC(=O)C1CCCN(Cc2ccc3c(c2)CN(Cc2cccc4c2OCO4)CCO3)C1 (stereo not given)
    -0.3	-8	4	-0.9
- COc1cc(OC)c(/C=C2\C(=O)NC(=O)N(c3ccc(F)cc3)C2=O)c(OC)c1
    0.1	-19	5	0.0
- CCN(CC)C(=O)c1ccc(C)c(Br)c1
    0.1	-11	-2	0.2
- O=C(CSc1nc2ccccc2c(=O)n1CC1CCC(C(=O)NCc2ccccc2Cl)CC1)NCCC1=CCCCC1 (stereo not given)
    0.0	-4	17	0.6
- Cc1cc(NC(=O)c2ccccc2)ncc1NC(=O)C(C)C
    0.1	-8	-39	-4.9
- CN1CCN(c2ccc([N+](=O)[O-])cc2C(=O)N2CCCCC2)CC1
    0.5	22	4	-1.6
- CSc1ccc(CN(C)CCc2ccccn2)cc1
    -0.1	68*	6	1.2
- C=CCNC(=O)c1ccccc1NC(=O)Nc1ccccc1
    0.2	5	-4	0.9
- COc1ccc(Br)cc1-c1noc(-c2ccccc2)n1
    0.1	0	-3	-0.3
- N#Cc1ccccc1NC(=O)Cn1ncc2c1-c1ccccc1OC2
    -0.4	6	19	-0.1
- Cc1ccc(C(=O)Nc2ccc(N3CCC(NC4CCOCC4)CC3)cc2)c(C)c1
    0.7	-3	22	-0.2
- COc1ccc(CCNc2cc(=O)[nH]c(N)n2)cc1
    -0.2	35	2	2.3
- CN(C)c1cccc2c1C(=O)c1ccccc1C2=O
    -0.9	55*	2	1.8
- COC(=O)C(=O)C1=C(c2ccc(Cl)cc2)N(C)C(=O)NC1c1ccc(Cl)cc1 (stereo not given)
    -0.1	8	-1	1.1
- COc1ccccc1CCN=C(N)NS(=O)(=O)c1ccccc1
    -0.1	1	6	0.7
- Cc1nonc1C1CCCN1Cc1c(C(=O)N2CCCN(C)CC2)nc2sccn12 (stereo not given)
    0.0	-2	-28	1.3
- COc1ccccc1N(CN1CCCC1=O)C(=O)c1cc(C)cc(C)c1
    0.1	4	-7	-0.9
- Cc1cc(C)nc(SCc2nc3ccccc3n2Cc2ccccc2)n1
    -0.1	10	-7	-1.9
- COc1cc(CNc2nc(C)c(-c3ccn(CC4CCCN(C)C4)n3)s2)cc(OC)c1 (stereo not given)
    -0.1	-18	7	0.1
- O=C(CN1C(=O)CCC1=O)Nc1nc2c(Cl)c(Cl)ccc2s1
    0.1	-9	-9	-0.9
- Nc1nc(-c2ccc(C(=O)NC3CC3)cc2)nc2c1ncn2C1CCCCC1
    0.2	6	-8	6.2*
- Cn1cnnc1SCc1nc2ccccn2c1Br
    0.1	-2	-9	-1.4
- O=C(O)CC(Cc1ccccc1)C(=O)Nc1ccccc1I (stereo not given)
    0.8	6	12	-0.5
- Cn1cc([N+](=O)[O-])c(C(=O)NNC(=O)c2c(CN3CCOCC3)nnn2-c2nonc2N)n1
    0.0	-48	1	-0.3
- CCCC(=O)Nc1ccc(S(=O)(=O)Nc2cc(C)nc(C)n2)cc1
    0.0	-4	2	-0.7
- CCc1ccccc1NC(=O)Cn1c(-c2cccs2)noc1=O
    -0.1	-6	6	0.5
- O=c1[nH]cnc2c1CN=N2
    0.0	2	0	0.9
- CCOC(=O)c1c(NC(=O)COc2ccc(C)cc2Br)sc(C(C)=O)c1C
    0.1	11	1	0.1
- CCOC(=O)c1[nH]c(C)c(C(=O)NC2CCCC2)c1C
    0.0	9	-7	-1.1
- COc1ccc(N2CC(CNC(=O)NC3CCCCC3)OC2=O)cc1 (stereo not given)
    -0.2	-9	6	-2.0
- Cc1cccc(OCC(=O)N/N=C/c2cccc(C)c2O)c1
    0.8	17	14	-1.2
- Cc1cccc(NC(=O)COC(=O)c2ccccn2)c1C
    0.1	22	16	0.0
- CCNc1cc(C(=O)Nc2ccc(N3CCOCC3)cc2)c2ccccc2n1
    0.0	9	-16	1.6
- COC(=O)C1=C(C)NC(=O)NC1c1ccc(Cl)c([N+](=O)[O-])c1 (stereo not given)
    -0.1	14	7	-0.3
- Cc1cccc(-c2nc3ccccc3c(=O)n2NC(=O)c2ccccc2Cl)c1
    0.0	-6	8	1.4
- CCOC(=O)NC(=O)COC(=O)CNC(=O)c1cccc(OC)c1
    -0.1	-2	-2	1.0
- Cc1nn(-c2ccccc2)c(C)c1N1CCN(S(=O)(=O)c2cccs2)CC1
    0.1	9	4	0.0
- CCOc1ccc2c(c1)c1nnc(SCc3cccnc3)nc1n2C
    -0.1	5	-15	4.0
- O=C(Nc1ccc(S(=O)(=O)N2CCc3ccccc32)cc1)c1ccc2c(c1)OCO2
    -0.1	11	0	1.5
- COc1ccc(N2CCN(c3ncnc4sc(C(=O)NCc5cccnc5)c(C)c34)CC2)cc1
    -0.1	-6	22	0.0

2 entries drawn at random from the list so far:
Results follow in this order: FBW7 activator	MITF primary	TEAD-YAP inh	GPR151 ag
- CN(C)c1cccc2c1C(=O)c1ccccc1C2=O
    -0.9	55*	2	1.8
- COc1cc(CNc2nc(C)c(-c3ccn(CC4CCCN(C)C4)n3)s2)cc(OC)c1 (stereo not given)
    -0.1	-18	7	0.1

(cont.)
Results follow in this order: FBW7 activator	MITF primary	TEAD-YAP inh	GPR151 ag
- CSCC[C@@H](C(=O)Nc1ccc(C(C)=O)cc1)N1Cc2ccccc2C1=O
    0.7	-2	-6	-0.3
- O=C(Nc1ccc(CN2CCOCC2)cc1)c1ccc(Br)o1
    -0.2	18	-52	-3.1
- O=C(NC1Cc2ccccc2C1)C1CC(CCc2ccccc2)=NO1 (stereo not given)
    0.1	10	-30	0.3
- COCCN1C(=O)C(C)Oc2cc(Cl)ccc21 (stereo not given)
    -0.2	3	-3	0.2
- Cc1cccc(OCCn2c(NC(=O)c3ccccc3Cl)nc3ccccc32)c1
    -0.1	-6	-2	0.5
- Cc1ccccc1C1NC(=O)c2c(sc3c2CCN(C)C3)N1 (stereo not given)
    -0.1	6	-1	0.4
- C=CCn1c(SCC(=O)Nc2ccccc2Cl)nc2cc(C(=O)NCc3ccco3)ccc2c1=O
    -0.1	0	9	0.1
- Cc1cccc(-n2c(O)c(C=Nc3ccccc3Br)c(=O)[nH]c2=O)c1
    -0.3	-10	20	1.5
- COc1ccc(CN2CC3=C(C2=O)C(c2ccccc2C)NC(=O)N3)cc1 (stereo not given)
    0.1	18	1	0.3
- CCOC(=O)N1CCC2(CC1)OCc1cc(-c3ccccc3)ccc1O2
    -0.3	-5	1	-0.4
- O=C1c2ccc(Oc3ccc([N+](=O)[O-])cc3)cc2C(=O)N1c1cccc(-c2nc3ccccc3o2)c1
    0.1	5	-2	-1.2
- COc1ccc(CN2CCN(Cc3cnn(C)c3)CC2CCO)c(C)c1C (stereo not given)
    -0.1	-17	-3	-0.2
- O=C1NCCN(CC(c2ccccc2)c2ccccc2)C1CC(=O)N1CCCO1 (stereo not given)
    0.0	13	0	-0.5
- COc1cccc(C(=O)Nc2ccc(-c3nc4ccc(C)cc4s3)cc2)c1
    0.1	-1	-4	1.9
- CCc1cc(S(=O)(=O)CC)c(S(=O)(=O)CC)s1
    0.0	16	5	-1.3
- CCCN(CCC)CCN1C(=O)C2C(C(=O)Nc3ccc(Cl)c(Cl)c3)C3C=CC2(O3)C1C(=O)NC1CCCCC1 (stereo not given)
    0.6	11	7	-1.4
- CC1(C)CC(=O)C2=C(C1)N(c1ccc(Cl)cc1)C(N)=C(C#N)C2c1ccccc1 (stereo not given)
    -0.1	6	8	0.7
- COC(=O)c1cc(NC(=O)CSc2nc(C)cc(C)n2)cc(C(=O)OC)c1
    -0.1	0	6	-1.5
- COc1cc2c(cc1OC)C(COc1ccc(F)cc1)N(C(=O)c1ccccc1[N+](=O)[O-])CC2 (stereo not given)
    -0.3	-1	-6	-0.7
- O=C(O)CCCC(=O)Nc1ccc(F)c(Cl)c1
    -0.1	1	3	0.0
- COc1cc(C(c2c(C)[nH]n(-c3ccccc3)c2=O)c2c(C)[nH]n(-c3ccccc3)c2=O)ccc1OCc1ccccc1
    -1.3	-8	-8	-0.5
- CC1(C)CC(=O)C=C(NNC(=O)c2ccccc2Br)C1
    -0.1	17	11	0.4
- Cc1ccccc1C(=O)Nc1ccc(Oc2ccc(NC(=O)c3ccccc3C)cc2)cc1
    0.3	10	6	1.1
- CCc1cccc(NS(=O)(=O)c2cc(C(=O)OC)n(C)c2)c1
    -0.2	6	1	1.4
- CN(CC1COCCO1)C(=O)Cn1nnnc1CN1CCCCCC1 (stereo not given)
    0.0	12	3	0.0
- O=C(CCS(=O)(=O)c1cccc2nsnc12)NC1CCCCC1
    -0.1	-3	-5	-0.6
- Nc1nonc1-n1nnc(C(=O)NN=C2CCCCC2)c1-c1cccc([N+](=O)[O-])c1
    0.0	11	10	-1.2
- c1ccc(-c2cc3c(ccc4[nH]onc43)n2)cc1
    0.4	5	-25	-0.8
- Cc1cc(NCCN(C(C)C)C(C)C)nc(Nc2ccccn2)n1
    0.0	-9	2	-0.6
- COc1cc(Nc2nc(C)cc(NCc3nc4ccccc4[nH]3)n2)cc(OC)c1OC
    0.3	16	-1	-0.5
- O=C(CSCC(=O)N1CCCC1)Nc1nc(-c2ccc(-c3ccccc3)cc2)cs1
    0.3	-5	-13	3.5
- CN1C(C(=O)N2CC3(C)CC2CC(C)(C)C3)CC(c2ccco2)NS1(=O)=O (stereo not given)
    -0.2	-7	7	3.3
- Cc1ccc(NC(=O)c2cccs2)cc1NC(=O)c1cccc(N)c1
    0.1	5	1	-1.0
- O=C1CN(C(=O)CNC(=O)c2ccc(Cl)cc2Cl)CCN1
    0.0	5	-5	-0.6
- CN1C(=O)NC(c2cccc(F)c2)C(C(=O)c2cccs2)C1(O)C(F)(F)F (stereo not given)
    0.0	13	-12	0.4
- COc1ccccc1C(=O)ON1C(=O)CCC1=O
    -0.1	10	10	0.4
- CN1CCN(C(=O)NC2CC(=O)N(c3cccc(F)c3)C2)CC1 (stereo not given)
    -0.1	-15	-3	1.7
- CC(C)(C)c1cc(C(F)(F)F)n2nc(-c3ccccc3)cc2n1
    0.1	7	0	-1.1
- CCc1ccc2c(c1)/C(=c1/sc3n(c1=O)CN(c1ccc(C(=O)O)cc1)CN=3)C(=O)N2
    0.2	1	3	-0.5
- COC(=O)CCC1(C)CN(C)C(C)CC1=O (stereo not given)
    -0.1	13	-5	1.3
- Cc1occc1C(=O)Nc1cc(C(C)(C)C)on1
    0.1	-8	-1	-0.9
- CCN1C(=O)/C(=C\c2ccc(OC)c(OC)c2OC)SC1=S
    0.7	15	7	-1.2
- COc1ccc(-n2nnnc2C2CCN(S(=O)(=O)c3c(C)cc(C)cc3C)CC2)cc1
    0.1	4	4	-0.3
- O=C(NNC(=O)c1ccco1)c1ccncc1
    0.0	11	5	0.9
- CC(C)CN1C(=O)S/C(=C\c2ccc(F)cc2)C1=O
    -0.1	3	-7	-0.1

Continued; it opens with the 4 that closed the last part.
Results follow in this order: FBW7 activator	MITF primary	TEAD-YAP inh	GPR151 ag
- CCN1C(=O)/C(=C\c2ccc(OC)c(OC)c2OC)SC1=S
    0.7	15	7	-1.2
- COc1ccc(-n2nnnc2C2CCN(S(=O)(=O)c3c(C)cc(C)cc3C)CC2)cc1
    0.1	4	4	-0.3
- O=C(NNC(=O)c1ccco1)c1ccncc1
    0.0	11	5	0.9
- CC(C)CN1C(=O)S/C(=C\c2ccc(F)cc2)C1=O
    -0.1	3	-7	-0.1
- COc1ccc2oc(-c3ccccc3)c(C(N)=O)c2c1
    0.1	8	-28	0.3
- COc1cc(CN2CCN(C3CCCC3)C(CCO)C2)cc(OC)c1O (stereo not given)
    0.0	-1	2	-1.7
- COc1ccc(/C=C(\NC(=O)c2cccc([N+](=O)[O-])c2)C(=O)NCCc2c(C)[nH]c3ccccc23)cc1
    -0.2	6	0	-1.0
- Cc1ccc(-c2ncn(-c3ccc(Nc4cc(Nc5ccccc5C(N)=O)c(C5CC5)cn4)cc3)n2)cn1
    -0.1	-14	22	-0.8
- CC1(C)Cc2c(c(-c3ccccc3Cl)[nH]c(=O)c2C#N)CO1
    -0.1	8	2	-0.2
- O=C(N/N=C/c1ccccc1Cl)c1cncc(Br)c1
    0.1	-3	-4	-1.7
- Cc1ccc(C(=O)C(C)Sc2nnnn2C)cc1 (stereo not given)
    0.3	1	-28	-0.3
- Cc1nc(NCc2ccccn2)c2nnn(Cc3c(F)cccc3Cl)c2n1
    0.0	5	-13	-0.7
- CCNc1nc(NCC)n2c(SCC(=O)Nc3cc(OC)ccc3OC)nnc2n1
    -0.1	-13	3	1.6
- O=C(Nc1cccc(F)c1)c1csc2nc(-c3ccc(F)cc3)cn12
    0.0	3	-18	3.2
- COC(CNC(=O)CN1CCN(Cc2ccc(Cl)cc2)C1=O)OC
    -0.1	7	0	-0.1
- COc1cc(/C=C2\NC(=S)N(C)C2=O)ccc1O
    -0.3	-1	-9	0.6

Compound activity from PubChem.
